ER stress rescue: rescue of cells from ER stress-induced death, primary screen, 384-well, CSM14.1, thapsigargin, ATP luminescence (AID 1222) | cellular ATP content (survival), % at 20 µM; hits with a dose series show EC50 in µM | 190,000 tested, under 10 active | CSM14.1 thapsigargin-induced death rescue, ATP luminescence; higher % means a stronger effect;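 active = EC50 below 50 µM in the dose-response confirmation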;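 also: death triggered by thapsigargin at about 15 µM added after 2 h compound pretreatment; cell ATP read after overnight thapsigargin exposure of roughly 18 to 22 hours; normalized against plate controls of thapsigargin alone and 5% DMSO vehicle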
Autophagy HCS: alters autophagy in cells; MEF GFP-LC3 puncta imaging; test concentration mostly 10 µM; calls only at 10 µM (by protocol); 190,000 compounds, 0.98% hits; AID 463193;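 active = percentage of spot-positive cells more than 3 SD above its plate mean, without a fluorescence outlier flag or 80% toxicity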;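 also: spot-positive cell cutoff set from DMSO-treated cells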
b-catenin transl: alters nuclear translocation of beta-catenin in HeLa cells | immunofluorescence imaging | nuclear translocation activity, % at 5 µM | 190,000 compounds, 0.3% hits;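 active = nuclear translocation activity above 50% at 5 µM, with a well cell count of 50 or more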;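 also: per-cell ratio of nuclear to cytoplasmic median beta-catenin stain intensity; plate controls were DMSO negative control for no effect and GSK-3 inhibitor IX positive control for full effect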
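Test system: human HeLa cells, endogenous beta-catenin. Times: 24 h compound exposure, 37°C. Measured by: beta-catenin immunofluorescence imaging with DAPI.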
Insulin prom up: MIN6 insulin promoter up-regulation | MIN6 insulin promoter-GFP reporter, high-content imaging; hits give high values | AID 1625 | z-score at 5 µM | 190,000 compounds, 0.3% hits;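 active = z-score above 3 at 5 µM with at least 500 cells counted in the well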
Hep lipid drop: hepatic lipid droplet formation modulation; AML12 mouse hepatocytes, oleate lipid droplets, BODIPY imaging; inhibition, % at 6.5 µM; 240,000 compounds, 0.4% hits;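 active = lipid droplet intensity inhibited by at least 50%, with more than 500 cells counted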
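Assay system: AML12 hepatocytes (mouse) / Also added: 100 µM oleic acid challenge / Times: overnight treatment with compound plus oleate / Detection: high-content imaging of BODIPY-stained droplets and DAPI nuclei / Evaluation: % inhibition of lipid droplet signal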
MT stabilize HCS: microtubule stabilization, imaging screen | HeLa tubulin immunostaining HCS, 24 h; share of cells brighter than vehicle mean+2SD | % tubulin-high responders, % at 10 µM | 200,000 compounds, 0.83% hits | AID 2205;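 active = plate Z-score above 3 for both tubulin-high and condensed-nucleus cell shares, with cell loss under 80%, at 10 µM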;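 also: anti alpha tubulin signal scored within the nucleus-defined area of each cell; some results filed as inactive read as strong as hits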
Dynein cargo inh: blocks dynein driven cargo transport along microtubules | 3617.4 mouse cells, GR-EGFP nuclear translocation imaging; test concentration mostly 20 µM; stimulated with dexamethasone, 1 µM; hits give low values | z-score, hits read low | 220,000 compounds, 0.47% hits | AID 1381;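 active = plate z-score of nuclear minus cytoplasmic receptor signal below a set negative limit, without overly bright fluorescence or cell loss, cut at about -3.5 in these data, passing the limit was not always enough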;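 also: z-score of nuclear minus cytoplasmic ring GR-EGFP intensity difference per well; some compounds called inactive have numbers as strong as hits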
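Medium: Induction medium lacking tetracycline, stripped serum | Probe or stimulus: 1.0 µM final dexamethasone stimulus | Schedule: 48 h induction, then 1 h compound, then 30 min agonist, 37 °C | Signal: Automated 10x imaging of fixed Hoechst-stained cells | Evaluation: Per-cell GR-EGFP intensity, nucleus versus surrounding cytoplasmic ring, well-averaged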
T cell HTS: T cell immune modulators affecting CD8 T cell-vesicle binding | 2C CD8+ T cell-vesicle binding, flow cytometry; hits give low values | calls only at 7 µM | 330,000 compounds, 0.068% hits;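 active = response, share of CD8 T cells binding vesicles, and their 90th percentile fluorescence all below set limits, cut at about 80% in these data, passing the limit was not always enough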
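Also added: QL9-peptide-loaded Drosophila micro-vesicles bearing Ld, ICAM-1 and B7-1; Test system: purified 2C TCR transgenic mouse naive CD8+ T cells; Measured by: cytometric PE anti-B7-1 and Alexa647 anti-CD8 signals after 1% paraformaldehyde fixation; Timing: binding step 1.5 h, 37 °C, antibody labelling 20 min, ice.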
PhoP inhibition: PhoP-dependent GFP reporter repression – Salmonella Typhimurium, primary screen (AID 1863) | S. Typhimurium PhoP-regulated promoter GFP reporter, 4 h; higher % means a stronger effect | 300,000 compounds, 0.16% hits | inhibition, % at 50 µM; hits with a dose series show IC50 in µM;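 active = inhibition over 29.93%, a cutoff 3 SD above the screen mean, later confirmed by dose response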;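 also: 0% = low Mg2+ inducing control and 100% = high Mg2+ repressing control; strong numbers were not always called active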
Dynein cargo inh cytoplasmic EGFP: further read-out of Dynein cargo inh, marked with its call; z-score; measured here: cytoplasmic GR-EGFP intensity; hits give high values
Dynein cargo inh nuclear GR-EGFP: recorded beside Dynein cargo inh, whose call it bears; z-score; measured here: nuclear GR-EGFP intensity;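 lower value marks the stronger effect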
Dynein cargo inh cell count: recorded beside Dynein cargo inh, whose call it bears; z-score; measured here: cell count per field
Insulin prom up cell count: recorded beside Insulin prom up, whose call it bears; cell count; measured here: cytotoxicity, nuclei count;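 total cells summed across four imaged fields per well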
Hep lipid drop cells 6.5 µM: also measured in Hep lipid drop; calls as there; cell count; measured here: cell count, cytotoxicity flag;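 cells counted across two imaged fields per well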
b-catenin transl cell count 5 µM: also measured in b-catenin transl; calls as there; cell count; measured here: cell count, cytotoxicity flag
T cell HTS vesicle-bound %: also measured in T cell HTS; calls as there; double positive events, %; measured here: CD8+ vesicle-bound cell fraction;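 binding gate set so that unloaded-vesicle control wells show 10% double positive cells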
MT stabilize HCS Hoechst-high %: second read-out of MT stabilize HCS, no call of its own (marks repeat the call); % Hoechst-high responders; measured here: nuclear condensation Hoechst responders;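 share of cells brighter than vehicle mean plus two SD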
MT stabilize HCS cytotoxicity %: second read-out of MT stabilize HCS, no call of its own (marks repeat the call); toxicity, %; measured here: cytotoxicity by cell density;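 0% = mean cell density of plate MIN control wells and 100% = no cells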
Autophagy HCS cell loss 18 h: recorded beside Autophagy HCS, whose call it bears; toxicity, %; measured here: cell loss, nuclei count;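 cell loss after 18 h compound exposure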
Active calls of the source: *; i = inactive; . = no result given.

SMILES	ER stress rescue	Autophagy HCS	Autophagy HCS cell loss 18 h	b-catenin transl	b-catenin transl cell count 5 µM	Insulin prom up	Insulin prom up cell count	Hep lipid drop	Hep lipid drop cells 6.5 µM	MT stabilize HCS	MT stabilize HCS Hoechst-high %	MT stabilize HCS cytotoxicity %	Dynein cargo inh	Dynein cargo inh cytoplasmic EGFP	Dynein cargo inh nuclear GR-EGFP	Dynein cargo inh cell count	T cell HTS	T cell HTS vesicle-bound %	PhoP inhibition
O=C(NCCc1ccccc1)c1nc2nc(-c3cccs3)cc(C(F)(F)F)n2n1	-3.0%	i	2	1.6	376	.	.	13	747	3.6	1.2	8.7	2.2	-0.051	1.5	-2.3	i	9	-8%
CC(=O)c1ccc2c(c1)OCCOCCOc1ccc(C(C)=O)cc1OCCOCCO2	.	.	.	-4.1	1171	-0.41	1442	-6	679	.	.	.	0.071	-0.25	-0.051	-0.0057	i	17	0%
O=C(CSc1nnc(-c2ccco2)o1)c1ccc[nH]1	-0.4%	i	0	-0.1	1036	0.69	1687	12	545	2.9	3.0	9.0	-0.35	-0.29	-0.43	1.8	i	37	0%
CC1CC(C)(C)NC(=O)O1 (stereo unspecified)	-2.6%	i	8	-1.9	861	0.17	1283	.	.	3.0	2.0	8.1	-0.66	-0.43	0.0055	0.55	i	34	-1%
CCn1cc(C(=O)NCC2CCCO2)c(=O)c2cc(S(=O)(=O)N3CCCCCC3)ccc21 (stereo unspecified)	-0.3%	i	2	-1.9	838	-1.3	981	.	.	2.9	2.4	10	-0.28	-0.23	-0.026	0.53	i	13	-5%
CCOC(=O)C1ON2CCCCC2C1(O)C(F)(F)F (stereo unspecified)	-1.0%	i	0	1.3	1115	-0.15	1298	-2	696	11	2.3	9.4	1.2	-0.3	0.9	0.12	i	42	3%
CCOC(=O)c1c(SC)[nH]c2c(Cl)cccc2c1=O	.	.	.	0.0	1285	-1.1	1410	.	.	.	.	.	-0.13	-0.16	-0.17	-0.18	i	32	-5%
Cc1ccc(SCc2cc(=O)[nH]c(/N=C(\N)Nc3cccc4ccccc34)n2)cc1	0.0%	i	17	0.3	1090	0.37	1387	-1	646	3.2	3.3	0.4	1.1	-0.27	0.65	0.098	i	33	2%
O=C(/C=C/c1cccc(O)c1)c1cccnc1	-0.1%	i	2	0.0	1112	-0.32	1282	1	714	2.2	2.0	0.1	-2.7	1.1	-1.3	-1.1	i	25	8%
Cc1cc(N2C(=O)C=CC2=O)c([N+](=O)[O-])cc1C	9.3%	i	2	.	.	0.57	1376	-2	713	1.9	1.2	3.7	-6.3*	0.69*	-2.5*	0.67*	i	50	12%
Cc1cc(C)n2nc(SCC(=O)c3c(N)n(CC(C)C)c(=O)n(C)c3=O)nc2n1	-0.9%	i	5	1.2	1015	.	.	26	700	3.5	1.4	5.9	-0.0098	-0.28	-0.15	-0.8	i	25	-2%
O=C(CCS(=O)(=O)Cc1ccccc1F)NCCCN1CCCCC1	-0.8%	i	10	-0.1	1393	0.04	1219	.	.	2.6	2.8	10	-0.58	2.4	0.087	-0.43	i	57	-7%

Brought forward from above: 3 compounds; new compounds follow.
SMILES	ER stress rescue	Autophagy HCS	Autophagy HCS cell loss 18 h	b-catenin transl	b-catenin transl cell count 5 µM	Insulin prom up	Insulin prom up cell count	Hep lipid drop	Hep lipid drop cells 6.5 µM	MT stabilize HCS	MT stabilize HCS Hoechst-high %	MT stabilize HCS cytotoxicity %	Dynein cargo inh	Dynein cargo inh cytoplasmic EGFP	Dynein cargo inh nuclear GR-EGFP	Dynein cargo inh cell count	T cell HTS	T cell HTS vesicle-bound %	PhoP inhibition
Cc1cc(N2C(=O)C=CC2=O)c([N+](=O)[O-])cc1C	9.3%	i	2	.	.	0.57	1376	-2	713	1.9	1.2	3.7	-6.3*	0.69*	-2.5*	0.67*	i	50	12%
Cc1cc(C)n2nc(SCC(=O)c3c(N)n(CC(C)C)c(=O)n(C)c3=O)nc2n1	-0.9%	i	5	1.2	1015	.	.	26	700	3.5	1.4	5.9	-0.0098	-0.28	-0.15	-0.8	i	25	-2%
O=C(CCS(=O)(=O)Cc1ccccc1F)NCCCN1CCCCC1	-0.8%	i	10	-0.1	1393	0.04	1219	.	.	2.6	2.8	10	-0.58	2.4	0.087	-0.43	i	57	-7%
CC(=N[C@@H]1CCCC[C@H]1N=C(C)c1ccccc1O)c1ccccc1O	8.5%	i	4	-0.5	884	0.58	2232	-7	588	2.7	2.3	5.4	-0.083	-0.16	1	-0.73	i	32	5%
CCn1c(/C=C/Nc2ccccc2)[n+](CC)c2cc(Cl)c(Cl)cc21	-0.5%	i	7	6.1	995	-0.48	958	-46	537	6.3	2.8	16	2.1	-0.24	0.85	-1.3	i	4	12%
S=C(NC1CCCCC1)NN1CCOCC1	-0.5%	i	-16	-6.5	1146	-0.03	1587	27	678	1.4	1.4	2.9	-0.071	-0.29	0.019	1.2	i	41	2%
COc1ccc(C(=O)NCC(=O)OCC(=O)N2N=C(c3ccc(Cl)cc3)CC2c2ccco2)cc1OC (stereo unspecified)	0.8%	i	5	1.6	1098	-1.5	941	2	654	4.0	2.3	2.5	-0.38	-0.17	4.8e-05	-0.22	i	27	-8%
O=C(CN1CCOCC1)Nc1ccc(S(=O)(=O)N2CCCCCC2)cc1	-1.1%	i	13	-7.6	974	0.04	1154	.	.	5.3	3.8	6.0	0.91	-0.2	0.34	-1	i	19	-7%
CC(C(O)C12CC3CC(CC(C3)C1)C2)N1CCCCC1 (stereo unspecified)	-1.1%	i	29	.	.	-0.37	1234	-8	685	2.0	1.7	11	-0.45	-0.27	-0.27	0.33	i	31	-1%
CCOCC(=O)Nc1ccc([N+](=O)[O-])cc1Cl	-1.1%	i	18	0.3	1000	0.1	1184	9	776	6.3	1.2	1.1	0.12	-0.28	-0.1	0.028	i	18	8%
CCSc1nnc(CSc2ncccn2)n1C	.	i	-26	-0.1	1122	-0.91	1302	2	707	2.3	1.7	3.0	0.51	-0.25	0.18	0.14	i	23	4%
COC(=O)c1cncc(O)c1	6.7%	i	-7	-3.0	1021	0.08	849	4	801	2.0	1.0	7.2	-1	0.34	-0.32	0.58	i	12	5%
CC(=O)Nc1ccc2c(c1)nc(CN1CCCC1)n2C	-0.6%	i	-2	-3.4	1077	-0.29	848	13	756	2.0	2.2	6.5	0.14	-0.25	0.36	0.75	i	62	-7%
CC(=O)c1sc(NC(=O)c2cc(-c3ccccc3)nn2-c2ccccc2)nc1C	3.0%	i	-11	-0.1	881	-2	1247	5	597	3.0	4.3	8.9	1.8	-0.29	0.82	-0.88	i	37	18%
C=CCNC(C(=O)Nc1cccc(OC)c1)c1ccccc1 (stereo unspecified)	-1.5%	i	0	-0.7	1075	0.34	1209	7	710	3.8	3.4	4.2	-1.1	-0.22	-0.51	0.048	i	51	-8%
CC(=O)Nc1cccc2c1C(=O)N(c1cccc(C)c1)C2=O	-5.1%	i	-6	-4.1	558	.	.	.	.	2.5	2.3	7.4	0.76	-0.25	0.39	0.33	i	68	1%
O=CNc1ccc(S(=O)(=O)NCc2ccccc2)cc1	-1.1%	i	-12	.	.	-0.38	930	0	765	1.6	0.9	5.9	0.061	-0.36	0.2	-0.32	i	44	0%
Cc1nsc(Nc2ccc([N+](=O)[O-])cc2)c1C#N	1.2%	i	14	-0.9	1019	.	.	-59	671	4.7	2.8	2.0	2.7	0.2	1.4	-1.9	i	57	-7%
CCOC(=O)N1CCC(N2Cc3cccc(C(=O)O)c3C2=O)CC1	.	i	5	-3.3	1105	0.09	1993	-39	666	4.8	2.4	3.4	0.16	-0.17	0.43	0.15	i	28	6%
O=C(O)c1nn(CCOc2cccc(Cl)c2)c(=O)c2ccccc12	0.0%	i	-1	1.0	1134	0.18	1159	-8	653	3.6	3.3	5.6	0.57	-0.27	0.55	-1.6	i	44	1%
O=C(Nc1ccccc1)c1ccc(COc2ccccc2)cc1	0.3%	i	12	-0.4	1523	0	1493	-5	677	4.1	2.2	8.2	-0.96	-0.25	-0.46	1.2	i	46	1%
CCOC(=O)Cc1cc(=O)n2[nH]c(C)c(-c3ccccc3)c2n1	-0.2%	i	14	.	.	.	.	.	.	1.8	1.7	9.9	-0.35	-0.22	-0.046	0.24	i	43	3%
COc1ccc(NC(=O)CN2CCN(c3ccccc3F)CC2)cc1	-1.3%	i	-2	3.9	586	-0.49	1064	.	.	3.0	2.1	5.0	-0.96	-0.18	-0.55	0.084	i	6	-17%
COC(=O)C1=C(C)NC(=O)/C1=C/c1ccc(CNS(=O)(=O)c2ccc(C)cc2)o1	-1.4%	i	8	-1.1	1066	-0.17	1374	6	734	2.6	2.1	4.8	-0.96	-0.24	-0.37	0.83	i	52	0%
CCCCOc1ccc(NC(=O)[C@@H]2CCCN2C(=O)C2CCN(S(=O)(=O)c3ccc(C)cc3)CC2)cc1	-2.2%	i	-36	-2.9	573	-0.64	1240	.	.	24*	12*	63*	-0.43	0.17	0.42	0.54	i	5	5%

Screening data as filed in PubChem BioAssay.

An unsorted share of the library. Share with any hit: about 3%.
